Siah-1 displacement – blockers of Siah-1 interaction with plectin peptide – biochemical, fluorescence polarization, rhodamine-plectin, uHTS, primary screen (AID 1817). Siah-1 / rhodamine-plectin peptide fluorescence polarization; higher % means a stronger effect. displacement, % at 20 µM; hits with a dose series show IC50 in µM. 290,000 tested, 0.02% active;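 active means displacement of at least 50% at 20 µM, with a fluorescence ratio check between 0.3 and a set limit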;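 further: plate controls were Siah plus tracer with DMSO for no effect and tracer alone without Siah for full effect; strong numbers were not always called active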
Salmonella PhoP GFP – PhoP-dependent GFP reporter repression – Salmonella Typhimurium, primary screen (AID 1863); S. Typhimurium PhoP-regulated promoter GFP reporter, 4 h; higher % means a stronger effect; inhibition, % at 50 µM, or IC50 in µM where a hit was titrated; 300,000 tested, 0.16% active;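 active means inhibition over 29.93%, a cutoff 3 SD above the screen mean, later confirmed by dose response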;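 further: 0% = low Mg2+ inducing control and 100% = high Mg2+ repressing control; strong numbers were not always called active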
West Nile virus CPE – West Nile virus antiviral activity, cell-based, CPE readout (AID 1621) | CPE inhibition, % at 10 µM; hits with a dose series show IC50 in µM | 290,000 tested, 0.02% active | West Nile virus-infected cells, CPE inhibition; higher % means a stronger effect; in the data active means a potency from the dose series; further: strong numbers were not always called active
Active calls of the source: *. A portion of the library; the hit share may differ from the screen's.

CCC1OC(c2ccc([N+](=O)[O-])cc2)=Nc2ccccc21 (stereo not given)
  Siah-1 displacement: 3%
  Salmonella PhoP GFP: -2%
  West Nile virus CPE: -0.6%

COC(=O)c1cccc(C(=O)N2CCCC(C(=O)c3cccc(OC(C)C)c3)C2)c1 (stereo not given)
  Siah-1 displacement: -1%
  Salmonella PhoP GFP: -5%
  West Nile virus CPE: -1.0%

Cc1nnc(NC(=O)CSc2nnc(CC(=O)Nc3ccccc3Cl)n2C)s1
  Siah-1 displacement: -3%
  Salmonella PhoP GFP: -3%
  West Nile virus CPE: 0.7%

CN(CCOc1ccccc1)C(=O)c1cc(COc2c(F)cccc2F)on1
  Siah-1 displacement: 8%
  Salmonella PhoP GFP: 1%
  West Nile virus CPE: -0.2%

O=C1C([N+](=O)[O-])=C(O)c2cccc3cccc1c23
  Siah-1 displacement: 12%
  Salmonella PhoP GFP: 7%
  West Nile virus CPE: 1.7%

CCc1ccc(-n2c(=S)sc3c(=O)n(-c4ccccc4C)c(SCC(=O)O)nc32)cc1
  Siah-1 displacement: 3%
  Salmonella PhoP GFP: -7%
  West Nile virus CPE: 0.9%

CC(C)(C)NC(=O)CN(C(=O)C(=O)Nc1ccc2c(c1)OCCO2)C1CC1
  Siah-1 displacement: 0%
  Salmonella PhoP GFP: 0%
  West Nile virus CPE: -0.5%

CCOC(=O)c1sc(N2C(=O)C(O)=C(C(=O)c3ccco3)C2c2ccco2)nc1C (stereo not given)
  Siah-1 displacement: 2%
  Salmonella PhoP GFP: -1%
  West Nile virus CPE: 0.5%

COc1cc(/C=N/n2nnnc2N)ccc1OCC(N)=O
  Siah-1 displacement: -1%
  Salmonella PhoP GFP: -8%
  West Nile virus CPE: 1.2%

NC(=O)CC(NC(=O)Cc1cccc2ccccc12)c1ccc(NCCCN2CCCC2=O)c([N+](=O)[O-])c1 (stereo not given)
  Siah-1 displacement: 2%
  Salmonella PhoP GFP: 10%
  West Nile virus CPE: -0.5%

The closing 7 entries of the section above open the next one:
CN(CCOc1ccccc1)C(=O)c1cc(COc2c(F)cccc2F)on1
  Siah-1 displacement: 8%
  Salmonella PhoP GFP: 1%
  West Nile virus CPE: -0.2%

O=C1C([N+](=O)[O-])=C(O)c2cccc3cccc1c23
  Siah-1 displacement: 12%
  Salmonella PhoP GFP: 7%
  West Nile virus CPE: 1.7%

CCc1ccc(-n2c(=S)sc3c(=O)n(-c4ccccc4C)c(SCC(=O)O)nc32)cc1
  Siah-1 displacement: 3%
  Salmonella PhoP GFP: -7%
  West Nile virus CPE: 0.9%

CC(C)(C)NC(=O)CN(C(=O)C(=O)Nc1ccc2c(c1)OCCO2)C1CC1
  Siah-1 displacement: 0%
  Salmonella PhoP GFP: 0%
  West Nile virus CPE: -0.5%

CCOC(=O)c1sc(N2C(=O)C(O)=C(C(=O)c3ccco3)C2c2ccco2)nc1C (stereo not given)
  Siah-1 displacement: 2%
  Salmonella PhoP GFP: -1%
  West Nile virus CPE: 0.5%

COc1cc(/C=N/n2nnnc2N)ccc1OCC(N)=O
  Siah-1 displacement: -1%
  Salmonella PhoP GFP: -8%
  West Nile virus CPE: 1.2%

NC(=O)CC(NC(=O)Cc1cccc2ccccc12)c1ccc(NCCCN2CCCC2=O)c([N+](=O)[O-])c1 (stereo not given)
  Siah-1 displacement: 2%
  Salmonella PhoP GFP: 10%
  West Nile virus CPE: -0.5%

Cc1nn(C)cc1C(C)NC(=O)c1cc(COc2cccc3cnccc23)on1 (stereo not given)
  Siah-1 displacement: 1%
  Salmonella PhoP GFP: -1%
  West Nile virus CPE: -1.5%

CCCCCN1CC(=O)N2C(C)c3[nH]c4ccccc4c3C[C@H]2C1=O (stereo not given in full)
  Siah-1 displacement: 4%
  Salmonella PhoP GFP: -4%
  West Nile virus CPE: -1.5%

CCOc1ccc(-c2n[nH]c(=S)c3ccccc23)cc1
  Siah-1 displacement: -4%
  Salmonella PhoP GFP: 11%
  West Nile virus CPE: -1.4%

COCCCNC(=O)c1ccccc1N(Cc1ccccc1)S(=O)(=O)c1ccc(OC)cc1
  Siah-1 displacement: 18%
  Salmonella PhoP GFP: 4%
  West Nile virus CPE: -1.3%

COc1ccc(OC)c(N(CC(=O)N2CCCC2)S(=O)(=O)c2ccccc2)c1
  Siah-1 displacement: -6%
  Salmonella PhoP GFP: -3%
  West Nile virus CPE: -0.8%

CN1CCN(CC(=O)Nc2c(C(=O)c3ccccc3)oc3ccccc23)CC1
  Siah-1 displacement: 10%
  Salmonella PhoP GFP: 0%
  West Nile virus CPE: 24%

CCCNC(=S)N1CCC(NC(=O)c2ccc(OC)cc2)CC1
  Siah-1 displacement: 0%
  Salmonella PhoP GFP: 4%
  West Nile virus CPE: -0.9%

Cc1cccc(OCC(=O)Nc2cc(NC(=O)COc3cccc(C)c3C)cc(C(=O)O)c2)c1C
  Siah-1 displacement: -5%
  Salmonella PhoP GFP: 5%
  West Nile virus CPE: -0.1%

NS(=O)(=O)c1ccc(-c2ccc(/C=C3\NC(=S)NC3=O)o2)cc1
  Siah-1 displacement: -1%
  Salmonella PhoP GFP: -7%
  West Nile virus CPE: 0.9%

Cc1ccc(S(=O)(=O)N2CCN(C(=O)c3ccc(Br)o3)CC2)c(C)c1
  Siah-1 displacement: 1%
  Salmonella PhoP GFP: 4%
  West Nile virus CPE: -1.2%

CCOc1ccc(-c2c(C(=O)N/N=C/c3sccc3C)nnn2-c2nonc2N)cc1
  Siah-1 displacement: 7%
  Salmonella PhoP GFP: -7%
  West Nile virus CPE: -0.1%

CC(=O)N1CCc2cc(S(=O)(=O)CCC(=O)Nc3cc(C)cc(C)c3)ccc21
  Siah-1 displacement: -2%
  Salmonella PhoP GFP: 0%
  West Nile virus CPE: 0.3%

CCOc1ccccc1NC(=O)c1nc(S(=O)(=O)Cc2ccccc2)ncc1Cl
  Siah-1 displacement: 3%
  Salmonella PhoP GFP: -11%
  West Nile virus CPE: -2.1%

O=C(NCc1ccc(F)cc1)C(c1ccccc1)c1ccccc1
  Siah-1 displacement: -6%
  Salmonella PhoP GFP: 8%
  West Nile virus CPE: -1.6%

CCn1c(SCC(=O)NC2CCCC2)nnc1-c1ccncc1
  Siah-1 displacement: 1%
  Salmonella PhoP GFP: 3%
  West Nile virus CPE: 0.1%

O=C(NCc1ccc2c(c1)OCO2)C1CC(=O)N(c2ccc(Cl)cc2)C1 (stereo not given)
  Siah-1 displacement: 1%
  Salmonella PhoP GFP: 9%
  West Nile virus CPE: 0.0%

CSCCC(NS(=O)(=O)c1ccc(C)cc1)C(=O)NNC(=O)c1csc(N2CCOCC2)n1 (stereo not given)
  Siah-1 displacement: 2%
  Salmonella PhoP GFP: 4%
  West Nile virus CPE: 0.2%

NC(=O)CC(NC(=O)c1cccc(Br)c1)c1ccc(NC2CCC2)c([N+](=O)[O-])c1 (stereo not given)
  Siah-1 displacement: 0%
  Salmonella PhoP GFP: 13%
  West Nile virus CPE: 0.1%

CCCCn1c(N)c(N(CCC(C)C)C(=O)C2=COCCO2)c(=O)[nH]c1=O
  Siah-1 displacement: 2%
  Salmonella PhoP GFP: 0%
  West Nile virus CPE: -0.1%

O=C(N/N=C\c1ccoc1)c1ccco1
  Siah-1 displacement: 5%
  Salmonella PhoP GFP: -3%
  West Nile virus CPE: -0.5%

Cc1c(CC(=O)N[C@@H](C)C(=O)O)c(=O)oc2cc3occ(-c4ccccc4)c3cc12
  Siah-1 displacement: 1%
  Salmonella PhoP GFP: -2%
  West Nile virus CPE: 0.7%

Cc1occc1C(=O)Nc1ccc([N+](=O)[O-])cc1Br
  Siah-1 displacement: 2%
  Salmonella PhoP GFP: 9%
  West Nile virus CPE: -0.1%

O=C(Cn1nc(C(=O)O)c2ccccc2c1=O)Nc1cc(Cl)cc(Cl)c1
  Siah-1 displacement: -1%
  Salmonella PhoP GFP: -4%
  West Nile virus CPE: 0.5%

Screening data as filed in PubChem BioAssay.
